PfG6PD inh = PfG6PD enzyme inhibitors, primary screen, biochemical, fluorescence intensity, uHTS; PfGluPho enzyme, NADPH resazurin-diaphorase fluorescence; inhibition, % at 20 µM; 350,000 compounds, 0.78% hits; AID 504690, 2011;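 active = inhibition reaching at least a set limit at 20 µM in the primary screen, cut at about 59% in these data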;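 also: 0% = DMSO wells with substrate and 100% = DMSO wells lacking glucose-6-phosphate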
SENP6 block = SENP6 protease inhibitors, primary screen, biochemical, luminescence, uHTS; Sentrin-specific protease 6 (Homo sapiens), Q9GZR1; Recombinant SENP6 catalytic domain, aminoluciferin luminescence; inhibition, % at 10 µM; 330,000 compounds, 1.8% hits;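 active = inhibition above about 50% at the single tested dose, limit read from the data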;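 also: plate controls were DMSO wells with enzyme for no effect and DMSO wells lacking enzyme for full effect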
Target sequence (Q9GZR1 628-1112 limits assumed): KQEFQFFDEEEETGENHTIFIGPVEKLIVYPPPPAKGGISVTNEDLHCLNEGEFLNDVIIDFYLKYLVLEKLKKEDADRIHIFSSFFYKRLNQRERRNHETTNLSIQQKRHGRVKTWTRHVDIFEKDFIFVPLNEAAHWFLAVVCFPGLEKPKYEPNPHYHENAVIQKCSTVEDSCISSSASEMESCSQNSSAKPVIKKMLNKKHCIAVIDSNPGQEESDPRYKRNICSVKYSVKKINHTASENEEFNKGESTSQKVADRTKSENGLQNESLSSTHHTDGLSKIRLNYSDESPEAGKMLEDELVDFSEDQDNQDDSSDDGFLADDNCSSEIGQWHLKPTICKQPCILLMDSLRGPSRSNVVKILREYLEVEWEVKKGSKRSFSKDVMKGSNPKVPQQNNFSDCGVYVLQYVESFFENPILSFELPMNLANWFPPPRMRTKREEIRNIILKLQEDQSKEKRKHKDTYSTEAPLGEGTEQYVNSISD
Apaf1 inhib = inhibitors of human Apaf-1 apoptosome, primary screen, biochemical, DEVD-Rh110 fluorescence, uHTS; Apoptotic protease-activating factor 1 (Homo sapiens), O14727; reconstituted apoptosome caspase-3 activity; inhibition, % at 20 µM; 330,000 compounds, 0.71% hits; AID 489030, 2010; active = inhibition of at least 40% at 20 µM;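 also: plate controls were DMSO wells for no effect and DEVD-CHO caspase inhibitor wells for full effect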
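detection = Rh110 fluorescence intensity | test system = biochemical Apaf-1 apoptosome reconstitution | also added = cytochrome c and DEVD-Rh110 substrate | schedule = 30 min plus 50 min, RT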
SENP8 block-1 = SENP8 protease inhibitors, primary screen, biochemical, luminescence | 330,000 compounds, 1.2% hits | Sentrin-specific protease 8 (Homo sapiens), Q96LD8 | inhibition, % at 10 µM | AID 2540, 2010 | purified SENP8, Z-RLRGG-aminoluciferin cleavage; in the data active = inhibition above about 50%
SENP1 FRET inh = human SENP1 catalytic domain inhibitors, primary screen, biochemical, FRET, uHTS. recombinant SENP1 catalytic domain, CyPet-SUMO1-YPet FRET cleavage. Sentrin-specific protease 1 (Homo sapiens), Q9P0U3. 360,000 compounds, 0.21% hits. inhibition, % at 10 µM. AID 624204, 2012;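 active = inhibition at least 30% at 10 µM, raw YFP signal under a set limit, fluorescence ratio 0.5 to 1.5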;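 also: 0% = enzyme with DMSO and 100% = no enzyme wells; some results filed as inactive read as strong as hits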
Target sequence (Q9P0U3 419-644 limits assumed): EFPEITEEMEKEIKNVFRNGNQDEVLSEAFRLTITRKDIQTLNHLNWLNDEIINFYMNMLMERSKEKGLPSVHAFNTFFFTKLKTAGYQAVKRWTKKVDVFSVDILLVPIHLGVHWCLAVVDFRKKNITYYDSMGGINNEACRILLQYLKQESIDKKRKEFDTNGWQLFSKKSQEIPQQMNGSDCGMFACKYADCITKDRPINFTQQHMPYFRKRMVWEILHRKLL
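material = recombinant human SENP1 catalytic domain, His6-tagged | quantity = 20 pM enzyme | reagent = 25 nM SUMO1 FRET substrate | compound dosing = 10 µM single point, 0.5% DMSO | timing = 50 min enzyme reaction, room temperature, light-protected | detection = FRET, CFP and YFP emission | control set = no-enzyme low, enzyme-DMSO high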
NLRP3 yeast inh = NALP3 inflammasome inhibitors in reconstituted yeast, primary screen, luminescence, uHTS; Yeast reconstituted NLRP3/ASC/caspase-1, beta-gal luminescence, 24 h; 330,000 compounds, 0.39% hits; inhibition, % at 10 µM;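 active = inhibition of 50% or more; inactive = inhibition below 50%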;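 also: plate controls were induced DMSO wells for no effect and uninduced yeast grown without galactose for full effect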
SENP8 block-2 = human SENP8 protease inhibitors, primary screen, biochemical, fluorescence, Nedd8 protein substrate, uHTS; Sentrin-specific protease 8 (Homo sapiens), Q96LD8; 360,000 compounds, 0.64% hits; recombinant SENP8; inhibition, % at 20 µM; AID 602440, 2012; in the data active = inhibition mostly above about 40%, no sharp cut-off; inactive = mostly below about 27%
SENP7 block = SENP7 protease inhibitors, primary screen, biochemical, luminescence, uHTS; 330,000 compounds, 1.5% hits; inhibition, % at 5 µM; recombinant SENP7, Z-RLRGG-aminoluciferin luminescence, 40 min; Sentrin-specific protease 7 (Homo sapiens), Q9BQF6; AID 434973, 2010;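 active = inhibition above about 50% at the single test dose, limit read from the data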;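 also: plate controls were DMSO with enzyme for no effect and no enzyme buffer wells for full effect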
Target sequence (Q9BQF6 706-1050 limits assumed): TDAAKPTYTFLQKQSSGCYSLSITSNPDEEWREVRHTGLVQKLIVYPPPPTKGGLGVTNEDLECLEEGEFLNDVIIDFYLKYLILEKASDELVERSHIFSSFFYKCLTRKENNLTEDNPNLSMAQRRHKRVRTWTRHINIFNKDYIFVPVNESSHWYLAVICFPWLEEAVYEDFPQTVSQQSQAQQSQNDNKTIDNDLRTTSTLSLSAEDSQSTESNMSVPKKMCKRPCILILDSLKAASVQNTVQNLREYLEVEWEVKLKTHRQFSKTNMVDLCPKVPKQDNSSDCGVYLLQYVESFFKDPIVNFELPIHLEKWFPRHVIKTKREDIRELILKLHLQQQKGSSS
HKDC1 inhibitor = HKDC1 hexokinase inhibitors, primary screen, biochemical, fluorescence, uHTS; recombinant HKDC1, G6PDH/diaphorase resazurin coupled fluorescence; Q2TB90; AID 493160, 2011; 340,000 compounds, 0.16% hits; inhibition, % at 20 µM;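 active = inhibition above about 35% when tested at 20 µM, limit read from the data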;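 also: plate controls were DMSO wells with enzyme for no effect and DMSO wells lacking enzyme for full effect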
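test system = in-house recombinant HK5 (HKDC1) enzyme | amount = HKDC1 at 5 µg/mL | control set = DMSO-enzyme wells negative, buffer-substituted wells positive | compound = one dose of 20 µM, 1% DMSO | schedule = reaction time 90 min, room temperature, protected from light | technique = resorufin fluorescence at 613 nm | reagent = glucose with 1 mM ATP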
* marks the source's active call; other numbers are inactive results; i = inactive; . = not tested or not shown.

molecule	SENP7 block	HKDC1 inhibitor	NLRP3 yeast inh	SENP8 block-1	PfG6PD inh	SENP1 FRET inh	SENP6 block	SENP8 block-2	Apaf1 inhib
CCN(CCn1cccn1)C(=O)CCc1nnc(Cc2c[nH]c3ccccc23)o1	-17	-11	-14	-12	1	-2	-14	-1	-4
Cc1ccc(C2CC(c3ccccc3C)n3nc(N)nc3N2)cc1 (stereo not given)	-10	-3	-3	2	2	3	-3	-7	-3
O=C(CNC(=O)C1CCCCC1)NCc1ccco1	5	-4	-3	0	-23	-5	-8	4	1
Cc1ncc(CN2CCC(C(=O)Nc3ccc(Oc4cccnc4)cc3)CC2)cn1	4	-5	9	-5	-22	-2	4	2	-2
O=C(c1ccc(Cl)c(S(=O)(=O)NCc2ccco2)c1)N1CCN(c2ccccc2F)CC1	3	-1	12	5	10	-1	-10	10	-6
c1ccc(Cc2nn3c(C4COc5ccccc5O4)nnc3s2)cc1 (stereo not given)	6	-7	18	-4	44	0	-3	4	14
O=c1c2sc3nc(N4CCOCC4)c4c(c3c2ncn1CCc1ccccc1)CCCC4	3	10	5	-10	19	1	-2	-278	21
CCOC(=O)CSc1nc2ccc(NC(C)=O)cc2s1	-2	2	11	-10	7	2	-28	-8	8

Continued (three carried over from the part before).
molecule	SENP7 block	HKDC1 inhibitor	NLRP3 yeast inh	SENP8 block-1	PfG6PD inh	SENP1 FRET inh	SENP6 block	SENP8 block-2	Apaf1 inhib
c1ccc(Cc2nn3c(C4COc5ccccc5O4)nnc3s2)cc1 (stereo not given)	6	-7	18	-4	44	0	-3	4	14
O=c1c2sc3nc(N4CCOCC4)c4c(c3c2ncn1CCc1ccccc1)CCCC4	3	10	5	-10	19	1	-2	-278	21
CCOC(=O)CSc1nc2ccc(NC(C)=O)cc2s1	-2	2	11	-10	7	2	-28	-8	8
Cc1cccc(Sc2c([N+](=O)[O-])ncn2C)n1	6	1	-6	-1	-15	-2	-8	9	12
O=C(CCC(=O)N/N=C/c1c[nH]c2ccccc12)NCc1ccccc1	7	-7	7	-7	-2	0	5	4	7
Cc1cccc(CN2CCC(C(=O)Nc3cccc(-c4cccc(F)c4)c3)CC2)n1	11	1	16	-12	-10	1	5	9	21
CCOC(=O)c1ccc(COc2ccc(C(C)C)cc2)o1	1	-7	16	-7	21	-1	-9	-74	12
CCC(C)n1nccc1NC(=O)C(C)OC(=O)c1cc2ccccc2[nH]1 (stereo not given)	1	-1	2	5	6	3	-14	-51	1
Cc1ccc(/C=C/C(=O)O)cc1S(=O)(=O)NCCO	13	-6	15	3	-19	2	-10	15	10
O=C(CN1CCN(Cc2ccccc2)CC1)Nc1ccc2c(c1)CCC2	-14	3	14	-6	-10	3	-15	15	4
CC(=O)N1CCN(c2cc(N3CCc4ccccc4C3)c(F)cc2[N+](=O)[O-])CC1	-8	0	15	-26	34	0	-16	28	16

More records:
molecule	SENP7 block	HKDC1 inhibitor	NLRP3 yeast inh	SENP8 block-1	PfG6PD inh	SENP1 FRET inh	SENP6 block	SENP8 block-2	Apaf1 inhib
CC(C)CC(OC(=O)c1nsc(Cl)c1Cl)C(=O)NCC1CCCO1 (stereo not given)	-4	-2	8	0	8	1	-8	17	-8
COCCNC(=O)CN(C(=O)CCC(=O)Nc1cc(C)on1)c1ccc(C)cc1C	2	0	3	-5	5	-2	1	13	-2
O=C(Nc1ccccc1)OCCOc1ccccc1	-7	-10	33	-7	6	1	8	6	4
CC(NC(=O)Nc1cccc([N+](=O)[O-])c1)c1ccc2c(c1)OCO2 (stereo not given)	4	0	14	0	3	1	-3	15	-25
CC(CCc1ccccc1)NS(=O)(=O)c1ccccc1Cl (stereo not given)	4	0	20	-6	40	0	-31	7	10
CSc1ccccc1C(=O)Nc1cc(C)ccc1C	-2	-7	-15	-2	12	1	-7	8	-8
COc1ccc(OC)c(Cc2nnc(CCC(=O)NC3C4CC5CC(C4)CC3C5)o2)c1 (stereo not given)	0	3	10	6	2	1	5	11	3
CCOC(=O)CN1C2=NCCCN2c2ccccc21	-2	-8	15	6	-17	2	1	32	-15

(continued)
molecule	SENP7 block	HKDC1 inhibitor	NLRP3 yeast inh	SENP8 block-1	PfG6PD inh	SENP1 FRET inh	SENP6 block	SENP8 block-2	Apaf1 inhib
COc1ccc(C(=O)NC2CC2)cc1OC1CCN(Cc2ccccc2F)CC1	2	5	17	-3	-1	1	-8	0	3
O=C(CCCCCn1c(=S)[nH]c2cc3c(cc2c1=O)OCO3)NCCc1ccccc1	-7	-6	13	-4	-2	4	-5	5	6
O=C(CS(=O)c1ccc(Br)cc1)N1CCOCC1 (stereo not given)	5	-1	9	8	2	-1	3	12	1
CN1C=C/C(=C\c2cc[n+](C)c3ccccc23)c2ccccc21	.	3	.	.	40	-6	.	-16	.
COc1ccc(S(=O)(=O)N2CCC(C(=O)N[C@@H](C)C(=O)N3CCCCCC3)CC2)cc1	-4	-4	-5	-1	-14	-1	-3	5	1
O=C(NC(c1ccccc1)c1ccccc1)c1cccc(S(=O)(=O)NCc2ccccc2)c1	-2	11	5	6	10	2	1	0	2
S=c1[nH]c(-c2ccccc2)cn1/N=C/c1ccc(Br)cc1	11	-2	28	1	29	16	-2	7	3
N/C(Cn1cncn1)=N\OC(=O)c1ccc(Cl)cc1	-6	0	3	-6	-14	4	-5	17	-8

(continued)
molecule	SENP7 block	HKDC1 inhibitor	NLRP3 yeast inh	SENP8 block-1	PfG6PD inh	SENP1 FRET inh	SENP6 block	SENP8 block-2	Apaf1 inhib
COCCNC(=O)CCCC(=O)NCCOC	-5	-9	2	-13	-13	0	-4	6	-4
NC(=O)C1CCN(C(=O)Nc2csc3ccccc23)CC1	0	-4	17	0	2	1	-7	1	-21
Cn1c(-c2ccccc2)cccc1=O	-6	-13	1	-1	1	-4	-6	2	-17
CCOC(=O)C(C(=O)OCC)C1OC(=O)c2cc3c(cc21)C(=O)OC3C(C(=O)OCC)C(=O)OCC (stereo not given)	7	-3	-15	4	-23	1	9	3	-5
O=C(Nc1cccc(C(=O)N2CCOCC2)c1)C1CC1	.	-6	.	.	2	-1	.	2	.
O=C(COC(=O)C1(c2ccc(Cl)cc2)CCCC1)NC1CCS(=O)(=O)C1 (stereo not given)	10	5	18	2	12	-1	2	19	5
Cc1cc(=O)oc2cc(OCC(=O)N3CC(=O)Nc4ccccc43)c(Cl)cc12	-8	1	-2	-3	-11	-12	-12	i	-5
COC(=O)c1sccc1NC(=O)c1cc(OC)c(OC)c(OC)c1	-7	-12	8	-10	-3	2	-13	-44	7

Continued:
molecule	SENP7 block	HKDC1 inhibitor	NLRP3 yeast inh	SENP8 block-1	PfG6PD inh	SENP1 FRET inh	SENP6 block	SENP8 block-2	Apaf1 inhib
CCOC(=O)N1CCN(C(=O)C2CCN(c3nnc(-n4cccc4)s3)CC2)CC1	-8	-7	12	2	6	3	2	11	-9
CCc1nc(N2CCN(C(C)=O)CC2)c(C#N)c2c1COC(C)(C)C2	-2	-5	-6	3	7	-6	-4	-437	-11
COc1ccccc1/C=N/NC(=O)COCC(=O)N/N=C/c1ccccc1OC	1	8	10	6	39	3	8	-1	0
CCOP(=O)(OCC)C(NC(=O)NS(=O)(=O)c1ccc(C)cc1)c1ccccc1 (stereo not given)	-11	-4	5	-10	-2	-2	-28	3	6
CCN=C1S/C(=C\c2cn(CC(=O)NCCOC)c3ccccc23)C(=O)N1CC	3	2	17	2	1	-18	-1	-24	5
CCCc1c(O)nc(SCCN(CC)CC)n(C(=O)c2ccccc2)c1=O	5	-3	0	-4	0	0	-2	15	-3
CCOc1ccc(NS(=O)(=O)c2csc(C(N)=O)c2)cc1	-11	-1	8	3	-6	-1	-2	18	-3
CC(=O)/C(=N\Nc1ccc(Cl)cc1)Sc1nnc(-c2ccccc2)n1-c1ccccc1	9	-4	20	-6	19	0	-10	20	29

Next structures follow.
molecule	SENP7 block	HKDC1 inhibitor	NLRP3 yeast inh	SENP8 block-1	PfG6PD inh	SENP1 FRET inh	SENP6 block	SENP8 block-2	Apaf1 inhib
CCOc1cc(N2CCOCC2)c(OCC)cc1NC(=O)CN1CCc2ccccc2C1	-4	11	8	-6	0	3	-6	28	12
O=C(COC(=O)CCC1CCCC1)Nc1ccccc1OC(F)F	0	-2	4	-4	1	8	12	32	9
CC(C)(C)NC(=O)CC1C(=O)NCCN1Cc1c(F)cccc1Cl (stereo not given)	-2	-8	18	1	-7	0	-4	-11	-41
CCc1ccc2[nH]cc(C(=O)OCCOC)c(=O)c2c1	-3	7	-3	-6	3	2	-6	7	11
CC(=O)NCCOc1nc(N(C)C)nc(N2CCOCC2)n1	4	-1	-6	9	4	4	-8	19	1
CCN1CCN(C(=O)CCc2nnc(CCc3ccccc3OC)o2)[C@@H](C)C1=O	2	1	-1	-2	0	1	13	-7	-9
Cc1ccccc1NC(=O)CSc1nc(=O)n(CCN2CCOCC2)c2c1CCCC2	6	-4	14	7	-10	-3	-9	-4	-8
COc1ccc(C2NC(=O)NC(O)(C(F)(F)F)C2C(=O)c2ccc(C)cc2)cc1 (stereo not given)	-2	3	6	3	-5	0	-11	8	-8

Remaining list, next part.
molecule	SENP7 block	HKDC1 inhibitor	NLRP3 yeast inh	SENP8 block-1	PfG6PD inh	SENP1 FRET inh	SENP6 block	SENP8 block-2	Apaf1 inhib
COc1ccc(CCNC(=S)NC(=O)c2c(-c3ccccc3Cl)noc2C)cc1OC	4	7	14	-2	6	2	5	25	12
Cc1cc(Cl)ccc1N(CC(=O)NCc1ccccc1)S(C)(=O)=O	-3	4	1	-1	7	2	28	10	8
CC(C#Cc1ccc2c(c1)COc1c3ccccc3nn1-2)OC(C)(C)C (stereo not given)	-15	-2	29	-13	-13	-2	-4	-6	27
CN(C)N=Nc1nc2c([nH]1)c(=O)n(C)c(=O)n2C	-4	3	6	-1	-8	-1	-23	10	-14
COc1ccc(S(=O)(=O)N2CCOCC2)cc1NC(=O)c1cccc(Cl)c1	-13	-4	0	-18	-3	3	-20	8	14
CCCCn1nnc(NC(=O)c2cc3ccccc3o2)n1	-7	-15	36	-2	-15	3	-18	11	-3
C/C(CCC(C)C)=N\NC(=S)NCc1ccccc1	-3	-4	19	-1	10	2	0	14	7
O=C(CSCC(=O)OCn1nnc2ccccc2c1=O)Nc1ccc(Cl)cc1	7	3	-7	-5	-11	1	4	9	0
Cc1ccc(S(=O)(=O)N2CCC(C(=O)NC3CC(C)(C)NC(C)(C)C3)CC2)cc1	12	3	12	2	-10	1	-6	10	4
COc1cc(NC(=O)c2ccc(C)cc2)c(OC)cc1NC(=O)CN1CCOCC1	5	9	12	-3	-13	-5	-22	5	5
COc1ccc(C2CC(C)(c3ccc(OC)cc3OC)Nc3ccccc3N2)c(OC)c1 (stereo not given)	11	-5	-6	4	-6	1	0	11	17

Source: PubChem (Sanford-Burnham Center for Chemical Genomics)
